# Assay outcomes (PubChem)
# Jurkat NFkB inh = inhibitors of the PMA/ionomycin-induced NF-kB reporter in Jurkat cells; AID 435003; hit rate 0.53% among 330,000; inhibition, % at 4 µM; PMA/ionomycin-induced NF-kB luciferase reporter, luminescence; in the data active means inhibition above about 50%
# Gli-Sufu antag = Gli-Sufu pathway antagonism; Sufu-KO-LIGHT fibroblasts, Gli luciferase reporter luminescence; inhibition, % at 5 µM; hit rate 0.74% among 340,000; AID 588413;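 active means inhibition above about 55%, limit read from the data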;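 further: 0% = DMSO-treated cells and 100% = wells with medium but no cells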
# EBI2 block = EBI2 (human) antagonism; P32249; EBI2 beta-arrestin recruitment, luminescence, 7a,25-OHC stimulated; inhibition, % at 5 µM; hit rate 0.81% among 360,000; in the data active means inhibition above about 38%;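 further: enzyme fragment complementation signal reports receptor beta-arrestin coupling in cells; 0% = agonist plus DMSO wells and 100% = wells without agonist; some results beyond the cut were filed as inactive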
# CXCR6 inh = blocks human CXCR6 beta-arrestin recruitment | CHO-K1 PathHunter CXCR6 beta-arrestin, luminescence | hit rate 0.36% among 360,000 | O00574 | inhibition, % at 20 µM | AID 602244; in the data active means inhibition above about 34%, passing the limit was not always enough;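 further: antagonist mode with CXCL16 agonist at 10 nM final; 0% = 10 nM CXCL16 with DMSO and 100% = unstimulated wells without agonist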
# Target sequence (O00574 whole entry, looked up): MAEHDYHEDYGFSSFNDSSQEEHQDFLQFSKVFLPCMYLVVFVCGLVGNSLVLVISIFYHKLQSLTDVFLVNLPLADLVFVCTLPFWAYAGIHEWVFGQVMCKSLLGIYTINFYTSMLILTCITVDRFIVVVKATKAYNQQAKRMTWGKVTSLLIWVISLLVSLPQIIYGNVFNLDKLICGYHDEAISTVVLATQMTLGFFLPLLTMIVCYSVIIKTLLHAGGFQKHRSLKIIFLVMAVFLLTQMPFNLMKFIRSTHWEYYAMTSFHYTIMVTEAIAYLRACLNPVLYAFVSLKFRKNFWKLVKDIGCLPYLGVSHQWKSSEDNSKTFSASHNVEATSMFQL
# 697 NFkB inh = lowers PMA/ionomycin-induced NF-kB signal in 697 B cells; 697 B-cell NF-kB luciferase reporter, 16 h; inhibition, % at 4 µM; hit rate 0.33% among 330,000; AID 435022; in the data active means inhibition above about 35%
# CCR6 antagonist = antagonists of human CCR6 receptor. P51684. CHO-K1 CCR6 PathHunter beta-arrestin, luminescence, CCL20-stimulated. inhibition, % at 20 µM. hit rate 0.49% among 340,000;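 active means compounds whose inhibition of the agonist-driven luminescence signal at 20 µM reaches about 50%, limit read from the data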;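 further: cells stimulated with CCL20 at 14 nM final; plate controls were DMSO with CCL20 for no effect and DMSO without agonist for full effect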
# Target sequence (P51684 whole entry, looked up): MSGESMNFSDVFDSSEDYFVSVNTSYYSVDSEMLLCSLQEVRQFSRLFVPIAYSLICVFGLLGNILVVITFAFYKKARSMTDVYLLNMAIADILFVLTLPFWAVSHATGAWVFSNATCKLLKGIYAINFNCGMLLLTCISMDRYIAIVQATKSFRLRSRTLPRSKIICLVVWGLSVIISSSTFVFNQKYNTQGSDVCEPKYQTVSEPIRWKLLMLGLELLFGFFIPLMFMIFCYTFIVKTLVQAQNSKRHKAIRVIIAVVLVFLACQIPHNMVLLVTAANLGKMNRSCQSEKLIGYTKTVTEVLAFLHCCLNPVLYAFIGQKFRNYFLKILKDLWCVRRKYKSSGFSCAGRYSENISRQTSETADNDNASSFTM
# APJ antag = antagonists of human APJ apelin receptor. CHO-K1 APJ beta-arrestin complementation, luminescence. AID 2521. inhibition, % at 20 µM. P35414. hit rate 0.32% among 330,000;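 active means inhibition above about 40% at 20 µM, limit read from the data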;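 further: cells challenged with 10 nM apelin-13 agonist together with compound; plate controls were apelin-13 plus DMSO wells for no effect and DMSO wells lacking apelin-13 for full effect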
# UBC13 inh = blocks human UBC13 polyubiquitin chain formation. P61088. hit rate 0.47% among 330,000. TR-FRET. inhibition, % at 20 µM. AID 485273; in the data active means inhibition above about 45%, passing the limit was not always enough
# Target sequence (P61088 whole entry, looked up): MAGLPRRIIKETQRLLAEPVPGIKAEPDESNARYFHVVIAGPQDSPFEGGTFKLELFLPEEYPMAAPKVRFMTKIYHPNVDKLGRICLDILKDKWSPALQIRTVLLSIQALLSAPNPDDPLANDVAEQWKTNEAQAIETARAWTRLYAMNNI
# Numbers without * were called inactive; / = no result given. No enrichment for hits; any-hit rate near 3%.
SMILES,Jurkat NFkB inh,Gli-Sufu antag,EBI2 block,CXCR6 inh,697 NFkB inh,CCR6 antagonist,APJ antag,UBC13 inh
Cc1cc(C(=O)NCc2cc(F)cc3c2OCOC3)nn1C,8.2,9.5,-6.9,3.2,6.0,-0.2,-18.9,1.2
CC(C)(C)OC(=O)N1CCC(C(=O)Nc2cccc(C(=O)NCCc3ccccc3)c2)CC1,/,-43.2,-6.9,-0.7,/,-5.0,/,/
CCC1CCCCN1CCCNC(=O)c1ccc(N2CCOCC2)c(NS(=O)(=O)c2ccc(OC)cc2)c1 (stereo unspecified),-7.2,26.1,8.7,10.5,-2.9,10.3,12.0,8.5
O=CNCCCc1nc2ccccc2n1CCc1ccccc1,-8.4,-0.7,-0.5,3.8,-2.3,9.3,-5.1,0.4
O=C(NCc1ccco1)c1ccc2c(=O)n(CC3CCCO3)c(=S)[nH]c2c1 (stereo unspecified),0.7,1.5,4.2,8.1,18.5,20.4,10.7,-2.6
O=[N+]([O-])c1cccc(/C([O-])=C(/C(=S)Nc2ccccc2F)[n+]2ccccc2)c1,-4.8,2.3,3.3,-6.6,-14.9,3.7,-7.8,-13.8
CCOC(=O)c1ccc(NC(=O)NCc2ccccc2)cc1,-7.0,-21.6,14.6,-2.7,1.6,4.2,15.2,6.4
COc1cccc(-c2c(NC(=O)c3ccco3)oc3ccccc3c2=O)c1,8.7,5.5,-4.4,-3.8,2.9,0.4,10.6,-5.2
CCOc1ccc(-n2c(-c3ccccc3)c[n+]3c2CCCCC3)cc1,17.4,86.2*,-7.8,-0.4,62.6*,-5.2,5.9,-3.3
CC(Sc1nnc(C2CCCCC2)n1N)C(=O)NCc1ccc2c(c1)OCO2 (stereo unspecified),-12.5,5.6,-4.9,6.7,-2.7,-13.2,11.7,-6.3
Cc1nc(NC(=O)c2cc3ccccc3o2)ccc1Br,-64.0,-69.2,24.3,-2.5,-69.0,19.9,13.7,6.6
CC12CC(NC(=O)N1c1cccc(C(=O)NCc3ccccc3)c1)c1ccccc1O2 (stereo unspecified),4.5,/,/,/,15.5,/,-4.2,4.9
N#C/C(=C\C=C\c1ccccc1)C(=O)NCc1ccco1,-4.7,4.1,5.6,9.2,-11.3,4.8,8.4,-12.0
COC(=O)/C(=C(/F)Sc1cc(C)c(O)c(C)c1)C(F)(F)F,-15.2,-4.5,-5.0,1.0,-15.0,7.8,-4.0,8.4
O=C(NNC1OC(CO)C(O)C(O)C1O)c1cccc(Br)c1 (stereo unspecified),20.0,-9.0,-5.6,-2.7,2.4,15.4,5.3,-0.3
CCOC(=O)Cn1c(=O)n(Cc2ccco2)c(=O)c2ccc(C(=O)NCCc3ccccc3)cc21,4.6,6.0,-2.1,-8.8,8.3,13.1,13.5,3.2
COC(=O)c1cc(C#N)c(SCc2ccccc2)nc1C,-13.5,9.6,0.6,1.8,-1.4,17.5,-21.6,4.7
NC(=O)Cn1cnc(-c2ccccc2)c1,9.4,4.6,-2.9,2.9,4.1,6.7,14.9,0.6
CCCCCCCCCCOC(=O)C[N+](C)(C)CC1CCCCC1O (stereo unspecified),1.1,-2.5,-11.4,57.1*,10.5,11.7,-0.8,34.5
O=C(CSc1nnc(-c2ccccc2)c(-c2ccccc2)n1)NCC1CCCO1 (stereo unspecified),9.5,11.3,-4.3,7.5,15.1,2.3,10.2,0.0
Cc1sc2nc(CSCC(=O)NC3CCCCC3)[nH]c(=O)c2c1C,-7.0,-4.2,2.4,8.2,0.2,19.3,-35.4,6.1
Cc1c(N(C)S(=O)(=O)c2cccc(C(=O)NCC3CCCO3)c2)c(=O)n(-c2ccccc2)n1C (stereo unspecified),6.7,-9.3,7.2,5.8,-5.4,5.9,-7.9,-3.7
Cc1oc(-c2ccc(Cl)cc2)nc1CS(=O)CC(=O)NCCCN(C)C1CCCCC1 (stereo unspecified),5.6,8.3,5.1,-7.3,-25.1,-5.8,-8.9,-2.3
Cc1cc(N2CCN(C)CC2)nc2ccc(NC(=S)NCCC(C)C)cc12,-79.9,8.3,3.6,-8.3,-88.1,2.3,-0.3,14.8
CCOC(=O)CN=C(NS(=O)(=O)c1ccc(Cl)cc1)c1ccccc1,-2.5,5.1,0.4,3.0,4.7,-5.1,18.5,-1.4
# Additional compounds
SMILES,Jurkat NFkB inh,Gli-Sufu antag,EBI2 block,CXCR6 inh,697 NFkB inh,CCR6 antagonist,APJ antag,UBC13 inh
Cc1cccc(CNC(=O)Cn2ccc3cc(S(=O)(=O)N4CCCC4)ccc32)c1,17.3,-6.9,-4.4,-3.8,9.9,10.8,9.9,8.1
CN(C)S(=O)(=O)c1ccc(C(=O)N(c2ccccn2)c2ccccn2)cc1,9.0,5.1,-5.4,-3.6,26.9,-2.9,1.2,6.1
CC1(C)CC(=O)C2=C(C1)Oc1ncn(CCCO)c(=N)c1C2c1ccccc1 (stereo unspecified),-6.4,8.4,-5.1,6.4,-4.8,7.5,17.1,0.9
COc1ccc(OCC(=O)N2CCN(S(=O)(=O)c3ccc(Cl)s3)CC2)cc1,18.5,4.5,87.0*,-17.1,7.7,6.4,6.1,7.1
C=C(C)C(=O)OCC(=O)NCc1ccccc1,2.2,0.1,-1.0,3.9,-0.1,9.8,-8.3,17.8
Cn1cc(Cl)nc1C(O)c1ccccc1 (stereo unspecified),-9.4,-10.7,-10.8,-4.1,-19.9,2.8,-4.2,-15.1
CCc1ccc2nc(N(CCCN(C)C)C(=O)c3ccc(S(=O)(=O)N4CCc5ccccc5C4)cc3)sc2c1,-9.5,-19.2,-3.3,-1.1,-53.8,-9.5,6.1,87.4*
O=C(NCCCCc1ccccc1)c1cccc(Br)c1,2.6,-31.2,10.2,0.6,-16.1,9.8,23.0,-1.2
Cc1ccc(S(=O)(=O)NNC(=S)Nc2ccccc2)cc1,-12.2,15.1,3.1,8.4,8.1,18.1,6.5,-7.0
CN(C)c1ccc(/C=C/C(=O)c2cccnc2)cc1,-6.7,-2.8,11.9,-5.3,-4.1,12.2,11.9,-342.4
C[C@]12CCC3C(CC[C@H]4CC(O)CC[C@]34C)C1CC/C2=N/O (stereo partly specified),1.7,-14.7,-6.8,-13.2,13.3,-5.2,2.8,3.1
O=[N+]([O-])c1ccc(N2CCCCC2)cc1NCCOc1ccccc1,-17.3,4.1,44.5*,8.6,-23.8,19.9,27.5,-16.0
O=C(NC(=S)Nc1cccc2c(O)cccc12)c1cccc(Br)c1,-7.0,9.0,7.0,17.6,-6.5,31.2,-13.2,4.5
C=CCn1c(SCC(=O)NC2(C)CCS(=O)(=O)C2)nc2ccccc21 (stereo unspecified),19.2,10.7,3.8,0.9,-7.4,-3.7,2.4,-3.3
COc1ccc(N(CC(=O)NCc2ccccc2OC)S(=O)(=O)c2ccccc2)cc1,-4.1,-11.3,-4.7,-4.0,-16.3,6.3,0.7,-2.7
COc1cc(OC)cc(C(=O)Nc2nc(CC(=O)NCc3ccc(F)cc3)cs2)c1,27.1,-4.8,-5.3,7.7,-7.8,4.2,7.5,7.3
COCCCNC(=O)CSc1nc2ccccc2c(=O)n1CCc1ccc(S(N)(=O)=O)cc1,16.3,-6.6,-8.9,12.2,5.5,3.9,4.3,9.1
Cc1ccccc1NC(=O)COC(=O)c1ccc2c(c1)OCCO2,5.1,-2.5,7.5,2.3,-6.3,0.7,-17.2,0.3
Cc1cccc(-c2nc3ccccc3c(=O)n2NC(=S)N(C)C)c1,-11.2,2.0,2.3,2.5,-21.6,-5.6,15.1,-9.5
CCOc1ccc2c(c1)OC(c1ccccc1)(C(F)(F)F)NC2=O (stereo unspecified),8.6,-0.6,-4.1,4.8,5.6,7.2,-7.8,6.8
O=C(CCc1nc2ccccc2c(=O)[nH]1)OCC(=O)c1cccc(Cl)c1,6.3,-6.0,-8.3,11.3,16.8,27.2,46.0*,15.7
COc1ccc(OC)c2c(C)c(C)[nH]c12,8.8,1.8,-0.1,-6.1,-18.5,0.1,-11.5,-75.7
Cc1nc2ccccc2n1CCOc1ccc(F)cc1,0.3,6.5,-3.8,-10.1,-3.1,15.9,3.1,5.3
COC(=O)c1sc2ccccc2c1NC(=O)c1ccc(S(=O)(=O)N2CCC(C)CC2)cc1,1.2,-1.6,11.6,0.9,19.8,19.0,0.0,29.4
COC(=O)c1ccc(Cn2cc(Cl)cn2)o1,13.8,7.8,10.3,2.1,10.8,-1.6,23.2,2.3
# The listing continues:
SMILES,Jurkat NFkB inh,Gli-Sufu antag,EBI2 block,CXCR6 inh,697 NFkB inh,CCR6 antagonist,APJ antag,UBC13 inh
CCCCNC(=S)N1CCn2cccc2C1c1ccc(F)cc1 (stereo unspecified),2.5,3.7,7.5,1.6,11.9,25.0,9.1,-6.5
CC1CC(C)CN(S(=O)(=O)c2ccc3c(c2)oc(=O)n3CC(=O)N2CCOCC2)C1 (stereo unspecified),-13.5,-10.7,-5.6,3.4,-0.7,6.9,-59.3,-7.8
O=C(c1cc(F)c(F)cc1Cl)N1CCN(CCc2ccccc2)CC1,-11.8,15.7,5.1,-3.3,-10.8,3.6,-15.7,-13.8
CC(CC(=O)N1CCc2ccccc21)n1cccn1 (stereo unspecified),-6.7,-10.1,-0.2,-2.4,-11.3,3.9,10.3,-3.3
CCOC(=O)n1c(=O)[nH]c2ccc(Br)cc21,-7.6,-0.4,-8.6,-0.6,13.4,4.3,1.1,4.5
Cc1cc(O)c(C2=Nc3ccccc3SC(c3ccc(Cl)cc3)C2)c(=O)o1 (stereo unspecified),-67.9,-16.6,7.8,-0.6,-21.3,9.0,13.4,-4.8
COc1ccc2oc(C(=O)OCC(=O)Nc3ccc(OC)c(S(N)(=O)=O)c3)c(C)c2c1,9.3,-11.9,-6.7,0.3,13.4,13.8,4.4,8.1
O=Nc1c(O)[nH]c2ccc(Cl)cc12,2.9,-1.4,-6.7,5.5,14.2,4.4,15.2,-5.0
Cc1ccc2c(C)c(C(=O)N(C)Cc3ccncn3)oc2c1C,12.2,3.3,-13.5,-0.6,11.5,6.8,11.3,0.2
Cc1ccc(Oc2ncccc2CO)cc1,2.2,10.9,-11.6,11.1,6.3,17.2,-3.6,-1.2
Cc1cc(C)cc(OCC(=O)OCC(=O)c2cc(C)n(C3CC3)c2C)c1,-8.0,-7.7,-9.5,-4.9,-4.9,22.9,4.7,-5.3
CC1CCN(C(=O)CSc2nnc(N)s2)CC1,-6.5,-8.9,-18.0,-1.7,13.3,0.2,20.3,-2.0
CCc1ccc(N=Nc2ccc(O)c3[nH]cnc23)cc1,-50.5,9.2,-21.0,29.9,-61.1,40.8,30.3,-212.2
CC(C)CC(C(=O)OCC(=O)N1CCN(c2ccccc2)CC1)N1C(=O)c2ccccc2C1=O (stereo unspecified),/,3.4,-1.1,7.6,/,-1.4,/,/
Clc1cncc(Cl)c1NNc1c2ccccc2nc2ccccc12,/,3.9,0.7,1.4,/,9.6,/,/
Cc1ccc(SCC(=O)OC(C)C(=O)N2CCc3ccccc32)cc1 (stereo unspecified),18.3,-5.8,-14.9,-7.4,-7.5,16.9,4.1,-3.5
O=C(NN1C(=O)c2ccccc2NC1c1ccoc1)c1ccc([N+](=O)[O-])cc1 (stereo unspecified),-2.2,-1.1,-4.8,-0.9,1.6,0.7,-24.4,-7.0

# Complete entries, quoted from the list.
# Results for `CC1CCN(C(=O)CSc2nnc(N)s2)CC1` : Jurkat NFkB inh: -6.5; Gli-Sufu antag: -8.9; EBI2 block: -18.0; CXCR6 inh: -1.7; 697 NFkB inh: 13.3; CCR6 antagonist: 0.2; APJ antag: 20.3; UBC13 inh: -2.0
# Results for `CC(C)CC(C(=O)OCC(=O)N1CCN(c2ccccc2)CC1)N1C(=O)c2ccccc2C1=O` (stereo unspecified) : Jurkat NFkB inh: /; Gli-Sufu antag: 3.4; EBI2 block: -1.1; CXCR6 inh: 7.6; 697 NFkB inh: /; CCR6 antagonist: -1.4; APJ antag: /; UBC13 inh: /
# Results for `CCOC(=O)n1c(=O)[nH]c2ccc(Br)cc21` : Jurkat NFkB inh: -7.6; Gli-Sufu antag: -0.4; EBI2 block: -8.6; CXCR6 inh: -0.6; 697 NFkB inh: 13.4; CCR6 antagonist: 4.3; APJ antag: 1.1; UBC13 inh: 4.5
